pPAFAH FP inh – inhibitors of human plasma PAF acetylhydrolase (pPAFAH); Q13093; recombinant pPAFAH, FP-rhodamine probe fluorescence polarization; inhibition, % at 3.39 µM; 330,000 compounds, 1.5% hits; AID 463082;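 active = inhibition above the mean inhibition across the screen plus 3 SD, cut at about 25% in these data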;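 also: inhibitors block binding of the rhodamine activity-based probe so polarization drops; 0% = enzyme with DMSO and 100% = wells lacking pPAFAH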
PME-1 inh – blocks human protein phosphatase methylesterase 1; recombinant PME-1, FP-Rh probe fluorescence polarization; inhibition, % at 5.9 µM; 320,000 compounds, 0.53% hits;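 active = inhibition above the campaign mean of all compounds plus 3 SD, cut at about 26% in these data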;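 also: competitive labeling of PME-1 active site by serine hydrolase directed probe; 0% = PME-1 with DMSO and 100% = wells lacking PME-1 enzyme; inhibitors block probe labeling so polarization falls and inhibition rises; many of its hits are not listed in these tables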
Target sequence (Q9Y570 whole entry, looked up): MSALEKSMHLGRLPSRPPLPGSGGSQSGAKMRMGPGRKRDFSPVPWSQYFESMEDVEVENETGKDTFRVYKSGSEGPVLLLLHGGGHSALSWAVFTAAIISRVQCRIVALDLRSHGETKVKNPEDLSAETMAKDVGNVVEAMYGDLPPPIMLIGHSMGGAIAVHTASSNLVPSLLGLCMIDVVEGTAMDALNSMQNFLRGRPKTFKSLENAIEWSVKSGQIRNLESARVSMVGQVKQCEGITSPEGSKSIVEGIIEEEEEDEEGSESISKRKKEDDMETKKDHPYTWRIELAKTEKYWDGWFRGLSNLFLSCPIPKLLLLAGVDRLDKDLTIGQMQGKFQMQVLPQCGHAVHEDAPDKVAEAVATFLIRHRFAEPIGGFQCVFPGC
Fam108B counter – blocks mouse Fam108B hydrolase in RBBP9 counter-screen. recombinant Fam108B, FP-Rh probe fluorescence polarization. inhibition, % at 9.51 µM. 300,000 compounds, 0.33% hits. AID 1947;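 active = inhibition above the screen mean inhibition plus 3 SD, computed separately per campaign, cut at about 18% in these data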;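 also: inhibitors lower polarization as less probe binds the enzyme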
BCLXL inh – blocks human Bcl-xL binding to Bim BH3 peptide. inhibition, % at 10.9 µM. 320,000 compounds, 0.7% hits. Q07817. GST-Bcl-xL / FITC-Bim BH3 peptide fluorescence polarization. AID 2129;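 active = inhibition above the mean of all tested compounds plus 3 SD, cutoff set per campaign, cut at about 30% in these data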;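 also: 0% = DMSO wells and 100% = unlabeled Bim-BH3 peptide competitor; inhibitors lower millipolarization by displacing the labeled peptide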
Target sequence (Q07817 whole entry, looked up): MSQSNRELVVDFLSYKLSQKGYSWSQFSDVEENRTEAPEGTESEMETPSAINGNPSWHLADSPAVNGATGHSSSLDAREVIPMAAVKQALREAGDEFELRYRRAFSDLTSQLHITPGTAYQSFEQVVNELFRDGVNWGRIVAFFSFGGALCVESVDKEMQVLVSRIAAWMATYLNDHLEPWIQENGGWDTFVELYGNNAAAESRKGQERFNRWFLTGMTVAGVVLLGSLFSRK
GLD-1 TGE inh – GLD-1-TGE RNA interaction inhibition (C. elegans); Q17339; purified GLD-1 + fluorescein TGE RNA, fluorescence polarization; inhibition, % at 5.96 µM; 320,000 compounds, 0.44% hits; AID 2280;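 active = percent inhibition above a per-plate cutoff, the plate mean of test compounds plus 3 SD, cut at about 30% in these data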;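 also: 0% = DMSO wells with GLD-1 and probe and 100% = wells lacking GLD-1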
Target sequence (Q17339 whole entry, looked up): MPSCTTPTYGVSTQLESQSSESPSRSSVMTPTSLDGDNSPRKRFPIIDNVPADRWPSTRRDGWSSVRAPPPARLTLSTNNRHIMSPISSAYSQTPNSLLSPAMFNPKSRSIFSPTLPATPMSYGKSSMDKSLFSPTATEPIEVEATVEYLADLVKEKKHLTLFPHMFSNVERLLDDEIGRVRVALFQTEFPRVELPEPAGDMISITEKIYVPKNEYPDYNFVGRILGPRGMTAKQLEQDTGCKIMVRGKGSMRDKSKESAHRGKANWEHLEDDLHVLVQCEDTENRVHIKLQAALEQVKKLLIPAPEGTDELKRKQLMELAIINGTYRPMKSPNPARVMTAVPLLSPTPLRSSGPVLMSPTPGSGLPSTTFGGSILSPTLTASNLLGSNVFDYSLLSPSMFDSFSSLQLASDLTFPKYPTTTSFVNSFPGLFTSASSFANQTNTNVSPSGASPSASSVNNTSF
MCL1-BIM inh – MCL1-BIM-BH3 interaction inhibition (human) | Q07820 | GST-MCL1 / FITC-Bim-BH3 fluorescence polarization | 320,000 compounds, 0.68% hits | inhibition, % at 10.9 µM;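 active = inhibition above the mean inhibition of all tested compounds plus 3 SD, set per campaign, cut at about 40% in these data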;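 also: 0% = DMSO wells and 100% = unlabeled Bim-BH3 peptide control; higher means more loss of mP so more displacement of Bim peptide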
PAFAH1B2 inh – inhibitors of human PAFAH1B2 | P68402 | recombinant PAFAH1B2, FP-rhodamine activity probe, fluorescence polarization | inhibition, % at 3.39 µM | 340,000 compounds, 1.2% hits | AID 492953;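 active = inhibition above the mean of all tested compounds plus 3 SD, cut at about 24% in these data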;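 also: 0% = enzyme with DMSO and 100% = wells lacking PAFAH1B2; many of its hits are not listed in these tables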
AHR activator – activators of human aryl hydrocarbon receptor | AHR-responsive luciferase reporter cells, luminescence | activation, % at 5 µM | 320,000 compounds, 2.5% hits; in the data active = activation above about 47%;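 also: 0% = vehicle wells and 100% = reference agonist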
MEX-5 binding – C. elegans MEX-5 TCR-2 RNA binding activity | activity score (negative = inhibition of binding), % at 10 µM | Q9XUB2 | 300,000 compounds, 0.38% hits | MEX-5/FITC-TCR2 RNA binding, fluorescence polarization; active compounds read low;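 active = inhibition past about -25% in most replicates, and total fluorescence under double the plate's negative control median, limit read from the data; inconclusive = replicates evenly split on the limit, or fluorescence at least double controls; inactive = too little inhibition in most replicates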;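 also: 0% = DMSO and -100% = 5 µM competing unlabeled TCR2 RNA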
* marks the source's active call; other numbers are inactive results; u = inconclusive; x = no result given; + = active, no number. These rows are one share of the data (hit frequency here may not be typical).

No. | structure | pPAFAH FP inh | PME-1 inh | Fam108B counter | BCLXL inh | GLD-1 TGE inh | MCL1-BIM inh | PAFAH1B2 inh | AHR activator | MEX-5 binding
1 | COc1cc(/C=N/NC(=O)c2cc[n+]([O-])cc2)ccc1O | 3 | 7 | 0 | 8 | -3 | 8 | 2 | 3 | -1.6
2 | c1ccc(Cn2ccnc2-c2ccco2)cc1 | -2 | -6 | 1 | 7 | 1 | 3 | 6 | 5 | -0.6
3 | CC(C)C(=O)NC(C)C(c1cccs1)N1CCN(c2ccccc2)CC1 (configuration not stated) | 7 | -2 | 3 | 3 | 8 | 8 | 4 | -1 | -0.3
4 | Nc1nc(-c2cccc(F)c2)cs1 | -2 | -4 | -1 | 8 | 3 | 7 | 45* | 6 | 2.1
5 | CCOC(=O)c1c(NC(=O)Cn2cc([N+](=O)[O-])cn2)sc2c1CCC2 | 0 | -2 | 6 | 0 | -2 | -1 | -1 | 8 | -1.9
6 | Cc1cccn2c(=O)c(/C=C(\C#N)C(=O)NC3CCS(=O)(=O)C3)c(N3CC(C)OC(C)C3)nc12 (configuration not stated) | 0 | -2 | -2 | 13 | 0 | 4 | 6 | -3 | 1.2
7 | O=[n+]1c2c(n([O-])c3cc(F)c(N4CCCC4)cc31)CCC2 | 6 | -7 | -5 | 191* | 161* | + | 3 | 3 | u
8 | CC(C)(C)C(=O)Nc1cc(NC(=O)C(C)(C)C)cc(C(=O)Nc2cc(C(=O)O)cc(C(=O)O)c2)c1 | -4 | -3 | -4 | 4 | 3 | 1 | 1 | 2 | -0.7
9 | CCOC(=O)c1ccc(NC(=S)N(CCN2CCCCCC2)Cc2ccco2)cc1 | 1 | -5 | -7 | -2 | 0 | 4 | 1 | -2 | 0.4
10 | O=C(C1CCN(S(=O)(=O)c2ccccc2F)CC1)N1CCc2ccccc21 | 2 | 9 | x | -3 | -4 | 1 | 3 | -4 | x
11 | C[C@H](CO)N1C[C@H](C)[C@@H](CN(C)S(=O)(=O)c2cccs2)Oc2ccc(NC(=O)Cn3cnnn3)cc2C1=O | 2 | x | x | x | 4 | x | 13 | 0 | x
12 | O=c1[nH]c2ccccc2cc1-c1nnn(-c2ccc(F)cc2)n1 | -1 | -6 | 6 | 4 | 3 | 4 | -1 | -5 | -1.6
13 | Cc1ccccc1C(C(=O)NCc1ccccc1)N(Cc1ccco1)C(=O)c1ccccn1 (configuration not stated) | -1 | 1 | -5 | 4 | 4 | 5 | 3 | -1 | -0.8
14 | COc1ccc(-n2c(C)c(C(C)=O)c3cc(OCC(N)=O)ccc32)cc1 | 3 | 2 | 0 | 1 | 5 | 1 | 2 | -2 | -0.8
15 | COC(=O)c1sccc1NC(=S)OC | 2 | -1 | 2 | 4 | 6 | 4 | 10 | 1 | x
16 | C/C(=N/NC(=O)c1cccs1)c1ccc(NC(=O)COc2ccc(Cl)cc2)cc1 | 5 | -10 | -11 | -2 | 0 | 7 | 0 | 8 | -0.5
17 | CCN(CC)CCNC(=O)c1ccc(NC(=O)C2CCN(S(=O)(=O)c3ccc4c(c3)OCCO4)CC2)cc1 | -2 | -2 | -1 | -10 | 10 | -21 | 0 | 2 | -4.5
18 | Cc1cccc(N2CCN(C(=O)CCCn3c(=O)[nH]c4ccsc4c3=O)CC2C)c1 (configuration not stated) | 1 | -2 | -1 | 3 | 1 | 1 | 6 | 0 | -0.7
19 | C[C@@H]1CN([C@H](C)CO)C(=O)Cc2cc(NC(=O)CCC(F)(F)F)ccc2O[C@@H]1CN(C)C(=O)NC1CCCCC1 | 1 | x | x | x | 5 | x | 14 | -1 | x
20 | Cc1occc1C(=O)Nc1ccc([N+](=O)[O-])cc1Br | 3 | -5 | 2 | -2 | 1 | 1 | 2 | 4 | 0.6
21 | Cc1cc(Br)c(S(=O)(=O)NCCN2CCOCC2)cc1C | 1 | 2 | -1 | 7 | 4 | 2 | -6 | 3 | 4.0
22 | CCNC(=O)C1CCCN1S(=O)(=O)c1ccc(C)cc1 (configuration not stated) | 0 | -4 | 2 | 2 | 8 | 11 | 1 | -2 | 0.4
23 | CCOP(=O)(c1ccccc1)C1(O)CCCCC1 (configuration not stated) | 6 | -3 | 4 | 2 | 8 | 3 | 4 | -1 | 1.5
24 | COc1ccc(CCNC(=O)CSc2nn(-c3ccccc3)c(=S)s2)cc1OC | 1 | -12 | -2 | 4 | 2 | 11 | 1 | 16 | 1.8
25 | COCCCNC(=O)c1cc(Nc2ccc(OC)cc2OC)nc2ccccc12 | 8 | 1 | -3 | 1 | -10 | 3 | 3 | 2 | 3.3

Screen by screen, quoted from above:
PAFAH1B2 inh for nos. 17 to 21: 0, 6, 14, 2, -6
pPAFAH FP inh for nos. 17 to 21: -2, 1, 1, 3, 1
Fam108B counter for nos. 17 to 21: -1, -1, x, 2, -1

In the list so far, these have a thiophene ring, fused or not:
No. | structure | pPAFAH FP inh | PME-1 inh | Fam108B counter | BCLXL inh | GLD-1 TGE inh | MCL1-BIM inh | PAFAH1B2 inh | AHR activator | MEX-5 binding
3 | CC(C)C(=O)NC(C)C(c1cccs1)N1CCN(c2ccccc2)CC1 (configuration not stated) | 7 | -2 | 3 | 3 | 8 | 8 | 4 | -1 | -0.3
5 | CCOC(=O)c1c(NC(=O)Cn2cc([N+](=O)[O-])cn2)sc2c1CCC2 | 0 | -2 | 6 | 0 | -2 | -1 | -1 | 8 | -1.9
11 | C[C@H](CO)N1C[C@H](C)[C@@H](CN(C)S(=O)(=O)c2cccs2)Oc2ccc(NC(=O)Cn3cnnn3)cc2C1=O | 2 | x | x | x | 4 | x | 13 | 0 | x
15 | COC(=O)c1sccc1NC(=S)OC | 2 | -1 | 2 | 4 | 6 | 4 | 10 | 1 | x
16 | C/C(=N/NC(=O)c1cccs1)c1ccc(NC(=O)COc2ccc(Cl)cc2)cc1 | 5 | -10 | -11 | -2 | 0 | 7 | 0 | 8 | -0.5
18 | Cc1cccc(N2CCN(C(=O)CCCn3c(=O)[nH]c4ccsc4c3=O)CC2C)c1 (configuration not stated) | 1 | -2 | -1 | 3 | 1 | 1 | 6 | 0 | -0.7

Next section:
item	structure	pPAFAH FP inh	PME-1 inh	Fam108B counter	BCLXL inh	GLD-1 TGE inh	MCL1-BIM inh	PAFAH1B2 inh	AHR activator	MEX-5 binding
26	O=C(CSc1ncn[nH]1)Nc1ccc(Br)cc1Br	-2	x	x	x	-2	x	3	-1	x
27	Cc1cc(=O)oc(C)c1C(=O)NCc1ccco1	3	-3	-1	-1	-4	0	4	-1	-0.8
28	CCOc1ccc2nc(NCCNC(=O)CC)c(C#N)cc2c1	6	2	0	17	9	11	0	32	x
29	O=C(CN1c2ccccc2Sc2ccccc21)NNC(=O)Nc1ccc(Cl)cc1	2	3	2	5	10	8	4	3	2.3
30	O=C(CN1C(=O)C2C3CC(C(Br)C3Br)C2C1=O)N1CCN(Cc2ccccc2)CC1 (configuration not stated)	-1	2	2	7	0	3	4	-2	-0.2
31	CCOC(=O)C1(C)C=C(Nc2ccc(NC(C)=O)cc2)C(=O)N1c1ccc(NC(C)=O)cc1 (configuration not stated)	2	0	1	2	-1	8	2	-3	-3.3
32	O=C(CC(c1ccccc1)c1cc(Br)ccc1O)N1CCCCC1 (configuration not stated)	-7	-4	-6	-1	8	1	8	0	-0.7
33	O/N=C1\CCCc2ccccc21	2	-1	8	9	1	6	0	1	-0.4
34	Cc1ccc(S(=O)(=O)Cn2nnnc2C(C(C)C)N2CCN(c3nc4ccccc4s3)CC2)cc1 (configuration not stated)	-3	-3	-4	3	-2	7	7	2	-0.7
35	Cc1c(C(=O)N(C)CCn2ccnc2C)oc2c(F)cccc12	4	7	0	6	10	9	-2	2	3.5
36	COc1ccc(Cn2c(=O)[nH]c3cc(C(=O)Nc4ccc(N5CCN(C)CC5)cc4)ccc32)cc1	2	4	-1	5	-10	-8	8	0	-0.2
37	CCc1cc(-c2[nH]ncc2-c2ccc([N+](=O)[O-])cc2)c(O)cc1OC	12	1	3	4	4	0	9	32	0.6
38	NC(=O)CCN1CCN(CCOC2Cc3cc(Cl)ccc3Sc3ccccc32)CC1 (configuration not stated)	11	-2	1	6	-3	2	5	7	-0.9
39	COc1ccc(/C=C2\SC(=S)N(CCCC(=O)N3CCOCC3)C2=O)cc1OC	4	2	-1	-5	-34	-13	4	-1	-12
40	CCN1CCc2c(C#N)c(NCc3ccccc3)nc(N(CC)CC)c2C1	7	16	6	10	10	6	1	12	-0.5
41	CCOc1ccc2nc(SCC(=O)N3CCCc4ccccc43)sc2c1	-2	-9	-8	1	0	-2	-3	3	-1.7
42	Cc1cc(NCCc2ccc(Cl)cc2)n2ncnc2n1	4	3	1	-3	1	5	24*	-4	1.6
43	CC1CCCCN1CCNc1nc(=S)[nH]c2ccccc12 (configuration not stated)	1	1	1	3	-3	2	0	4	-0.5
44	CC1CCC(C(=O)NC(C(=O)N2CCC(N3CCCCC3)CC2)C(C)C)CC1 (configuration not stated)	7	-6	0	10	-1	5	1	7	-0.8
45	CCCc1ccc(-c2ccc(F)c(N)c2)nc1	3	2	-5	6	1	5	-1	-7	0.9
46	CC(C)(C)OC(=O)N1CCC(C(=O)N[C@H](Cc2ccccc2)C(=O)O)CC1	-4	-4	1	-3	-7	-2	4	-1	0.9
47	COc1ccccc1CNS(=O)(=O)c1ccc2[nH]cc(C(=O)O)c(=O)c2c1	5	-3	5	12	-1	6	3	1	-2.8
48	CCO[C@H]1c2c(ccc3ccc(=O)oc23)OC(C)(C)[C@@H]1O	-2	4	x	4	-2	3	2	-1	x
49	COC(=O)C(NC(=O)Nc1ccccc1OC)C(C)C (configuration not stated)	-6	-8	-4	5	1	4	1	10	1.8
50	Oc1c(C=Nc2cccnc2)sc2ccccc12	-2	-8	6	-3	-67	2	-5	31	11
51	CC(O)[C@H](NC(=O)C1(c2ccccc2)CCN(C(=O)OC(C)(C)C)CC1)C(=O)O (some centres not stated)	2	1	-1	5	3	0	2	0	1.3
52	COc1ccccc1/C=N/NC(=O)c1[nH]c(C)c(C(=O)N/N=C/c2ccccc2OC)c1C	5	-23	-4	-1	3	5	1	15	-2.6
53	CC(C)N1C(=S)SC(C)(C)C1n1oc(=O)n(-c2ccc(Cl)c(Cl)c2)c1=O (configuration not stated)	0	-6	4	3	-2	6	4	7	-0.2
54	COc1cc(/C=N/n2nnnc2N)ccc1OCC#N	0	1	0	-2	-4	1	5	30	-3.1
55	Cc1nc2ccccc2nc(C)c1=NOCc1ccc(C#N)cc1	5	3	-4	-2	6	-7	-1	11	1.6
56	CNC(=O)c1cccnc1Nc1cccc(C(F)(F)F)c1	-4	-4	-3	6	7	9	6	120*	0.5
57	O=C(Cc1cccs1)Nc1nc2c(s1)CCCC2	10	4	11	10	0	10	1	5	-1.6
58	COc1ccc(C)cc1S(=O)(=O)N(CC(=O)O)c1ccccc1	4	0	4	4	8	5	5	0	0.6
59	CC12CCC(C(=O)NCCc3ccccc3)(OC1=O)C2(C)C (configuration not stated)	4	6	4	5	0	0	6	2	0.7
60	COc1ccc(N(CC(=O)NC2CCCCC2)C(=O)CNC(=O)c2ccco2)c(OC)c1	-5	-2	1	4	-5	10	0	0	-1.4
61	Cc1ccc(NC(=S)NCc2ccc3c(c2)OCO3)c(C)c1	4	-2	6	-3	5	2	1	7	-0.9
